HKDC1 inh: blocks human hexokinase HKDC1 activity; recombinant HKDC1, G6PDH/diaphorase resazurin coupled fluorescence; inhibition, % at 20 µM; 340,000 compounds, 0.16% hits;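 active = inhibition above about 35% when tested at 20 µM, limit read from the data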;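 note: plate controls were DMSO wells with enzyme for no effect and DMSO wells lacking enzyme for full effect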
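test system = in-house recombinant HK5 (HKDC1) enzyme | amount = HKDC1 at 5 µg/mL | control set = DMSO-enzyme wells negative, buffer-substituted wells positive | compound = one dose of 20 µM, 1% DMSO | schedule = reaction time 90 min, room temperature, protected from light | technique = resorufin fluorescence at 613 nm | reagent = glucose with 1 mM ATP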
Gli-Sufu block: antagonists of Gli-Sufu signaling; Sufu-KO-LIGHT fibroblasts, Gli luciferase reporter luminescence; inhibition, % at 5 µM; 340,000 compounds, 0.74% hits; AID 588413;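 active = inhibition above about 55%, limit read from the data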;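 note: 0% = DMSO-treated cells and 100% = wells with medium but no cells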
Jurkat NFkB inh: lowers PMA/ionomycin-induced NF-kB signal in Jurkat cells; PMA/ionomycin-induced NF-kB luciferase reporter, luminescence; inhibition, % at 4 µM; 330,000 compounds, 0.53% hits
Apaf-1 inh: blocks human Apaf-1 apoptosome activity | O14727 | reconstituted apoptosome caspase-3 activity, DEVD-Rh110 fluorescence | inhibition, % at 20 µM | 330,000 compounds, 0.71% hits; active = inhibition of at least 40% at 20 µM;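 note: plate controls were DMSO wells for no effect and DEVD-CHO caspase inhibitor wells for full effect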
Target sequence (O14727 whole entry, looked up): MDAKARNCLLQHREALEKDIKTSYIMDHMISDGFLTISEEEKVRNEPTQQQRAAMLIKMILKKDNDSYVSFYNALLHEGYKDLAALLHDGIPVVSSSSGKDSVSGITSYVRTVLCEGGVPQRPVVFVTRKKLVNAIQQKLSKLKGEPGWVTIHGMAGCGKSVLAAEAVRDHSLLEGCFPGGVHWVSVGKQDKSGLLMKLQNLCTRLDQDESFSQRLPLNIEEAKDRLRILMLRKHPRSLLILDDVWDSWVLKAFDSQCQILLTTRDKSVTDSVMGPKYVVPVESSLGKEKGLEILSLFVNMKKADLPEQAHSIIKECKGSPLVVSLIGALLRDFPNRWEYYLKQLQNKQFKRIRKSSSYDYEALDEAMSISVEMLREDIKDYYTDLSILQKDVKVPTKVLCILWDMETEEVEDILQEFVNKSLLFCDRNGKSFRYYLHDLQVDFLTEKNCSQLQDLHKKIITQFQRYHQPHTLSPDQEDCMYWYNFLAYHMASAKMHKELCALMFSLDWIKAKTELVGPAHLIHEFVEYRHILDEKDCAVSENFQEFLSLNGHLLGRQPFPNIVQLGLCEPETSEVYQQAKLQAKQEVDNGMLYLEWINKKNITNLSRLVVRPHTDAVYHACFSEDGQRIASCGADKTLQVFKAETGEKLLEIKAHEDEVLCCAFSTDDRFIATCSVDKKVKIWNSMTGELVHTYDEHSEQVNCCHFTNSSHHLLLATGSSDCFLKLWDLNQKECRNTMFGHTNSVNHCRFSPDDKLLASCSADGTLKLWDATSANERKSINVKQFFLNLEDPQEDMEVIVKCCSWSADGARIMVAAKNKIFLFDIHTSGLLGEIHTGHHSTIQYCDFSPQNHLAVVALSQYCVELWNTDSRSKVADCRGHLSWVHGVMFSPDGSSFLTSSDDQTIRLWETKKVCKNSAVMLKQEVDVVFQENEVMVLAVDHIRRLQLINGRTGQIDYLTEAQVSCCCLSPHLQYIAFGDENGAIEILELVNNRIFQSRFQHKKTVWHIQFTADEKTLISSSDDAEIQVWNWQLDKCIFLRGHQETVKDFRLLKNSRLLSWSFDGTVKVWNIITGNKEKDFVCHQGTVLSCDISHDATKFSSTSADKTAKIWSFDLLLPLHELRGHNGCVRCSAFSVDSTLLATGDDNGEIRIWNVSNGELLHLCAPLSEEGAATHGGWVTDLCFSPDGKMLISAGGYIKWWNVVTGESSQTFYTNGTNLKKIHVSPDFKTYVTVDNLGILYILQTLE
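Material: reconstituted apoptosome with Apaf-1, cytochrome c, caspase-9, procaspase-3, dATP; medium: pH 7.5 Hepes buffer with CHAPS, BSA, DTT; also added: cytochrome c and DEVD-Rh110 substrate; timing: 30 min plus 50 min, RT; signal: Rh110 fluorescence intensity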
697 NFkB inh: inhibitors of the PMA/ionomycin-induced NF-kB reporter in 697 B cells | AID 435022 | 697 B-cell NF-kB luciferase reporter, 16 h | inhibition, % at 4 µM | 330,000 compounds, 0.33% hits; in the data active = inhibition above about 35%
SENP7 inh: blocks the human protease SENP7; recombinant SENP7, Z-RLRGG-aminoluciferin luminescence, 40 min; inhibition, % at 5 µM; 330,000 compounds, 1.5% hits; Q9BQF6;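 active = inhibition above about 50% at the single test dose, limit read from the data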;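 note: plate controls were DMSO with enzyme for no effect and no enzyme buffer wells for full effect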
SENP8 inh: blocks the human protease SENP8; purified SENP8, Z-RLRGG-aminoluciferin cleavage, luminescence; 330,000 compounds, 1.2% hits; AID 2540; inhibition, % at 10 µM; Q96LD8
UBC13 inh: human UBC13 polyubiquitination inhibition | P61088 | AID 485273 | 330,000 compounds, 0.47% hits | UBC13 polyubiquitin chain formation, TR-FRET | inhibition, % at 20 µM; in the data active = inhibition above about 45%, passing the limit was not always enough
* marks the source's active call; other numbers are inactive results. Cut-off read from the data, not from the text of the source, unless noted: active = inhibition above about 50%; inactive = the rest.

`COc1ccc2c(c1)c(=O)cc(C)n2CC(=O)NCc1ccco1` gave HKDC1 inh 1, Gli-Sufu block 4, Jurkat NFkB inh 0, Apaf-1 inh -2, 697 NFkB inh -3, SENP7 inh 0, SENP8 inh -2 and UBC13 inh -5.
Screening CCn1cc(C(=O)N2CCN(Cc3ccc4c(c3)OCO4)CC2)c2cc(OC)c(OC)cc2c1=O returned HKDC1 inh -3, Gli-Sufu block 5, Jurkat NFkB inh 11, Apaf-1 inh 0, 697 NFkB inh 6, SENP7 inh 5, SENP8 inh 7 and UBC13 inh 1.
CCOC(=O)N1CCN(c2ccc(O)cc2)CC1 was read as HKDC1 inh -6, Gli-Sufu block 24, Jurkat NFkB inh 0, Apaf-1 inh -2, 697 NFkB inh -9, SENP7 inh 8, SENP8 inh 10 and UBC13 inh 4.
`Fc1cc(F)cc(NC(=S)NCCCN2CCOCC2)c1` gave HKDC1 inh -8, Gli-Sufu block 8, Jurkat NFkB inh -14, Apaf-1 inh -5, 697 NFkB inh -14, SENP7 inh -8, SENP8 inh -1 and UBC13 inh -12.
`COc1ccc(Nc2ccc(Cl)nn2)cc1` gave HKDC1 inh -1, Gli-Sufu block -3, Jurkat NFkB inh 3, Apaf-1 inh 1, 697 NFkB inh 16, SENP7 inh 3, SENP8 inh -1 and UBC13 inh 11.
Screening Cc1cc(SCC(=O)NCCN2C(=O)CSC2=O)nc2c(C)cccc12 returned HKDC1 inh 11, Gli-Sufu block 7, Jurkat NFkB inh -2, Apaf-1 inh 5, 697 NFkB inh 11, SENP7 inh 3, SENP8 inh -7 and UBC13 inh 5.
For Cc1ccc2nc(SCC(=O)NCc3ccco3)c(C#N)cc2c1 the results were HKDC1 inh -2, Gli-Sufu block -22, Jurkat NFkB inh -76, Apaf-1 inh -2, 697 NFkB inh -63, SENP7 inh 6, SENP8 inh 4 and UBC13 inh -1.
Screening CCOc1ccc(NC(=O)CSc2ncn[nH]2)c([N+](=O)[O-])c1 returned HKDC1 inh -5, Gli-Sufu block -4, Jurkat NFkB inh 18, Apaf-1 inh 5, 697 NFkB inh -41, SENP7 inh -2, SENP8 inh -5 and UBC13 inh -19.
`COCCN1CCN(C(=O)c2ccc3nc(Cc4ccccc4F)oc3c2)CC1` gave HKDC1 inh -3, Gli-Sufu block 18, Jurkat NFkB inh -1, Apaf-1 inh 5, 697 NFkB inh 4, SENP7 inh 17, SENP8 inh -2 and UBC13 inh -4.
Screening CCN(CC)c1ccc(/C=C2\SC(=O)N(C(C)C)C2=O)o1 returned HKDC1 inh 5, Gli-Sufu block -32, Jurkat NFkB inh 4, Apaf-1 inh 9, 697 NFkB inh -33, SENP7 inh -2, SENP8 inh -8 and UBC13 inh -176.
For CN(CC(=O)Nc1cccc(F)c1)C(=O)CSc1ccc(Br)cc1 the results were HKDC1 inh 1, Gli-Sufu block -6, Jurkat NFkB inh 2, Apaf-1 inh 17, 697 NFkB inh 9, SENP7 inh 6, SENP8 inh -9 and UBC13 inh 0.
CC(C)[C@H](NC(=O)N1CCn2c1nc1ccccc12)C(=O)NCc1ccccc1Cl was read as HKDC1 inh 3, Gli-Sufu block -6, Jurkat NFkB inh -10, Apaf-1 inh 19, 697 NFkB inh -17, SENP7 inh 8, SENP8 inh -21 and UBC13 inh -2.
O=C(OCc1ccc([N+](=O)[O-])cc1)C1CCN(S(=O)(=O)c2ccccc2)CC1 was read as HKDC1 inh -5, Gli-Sufu block 4, Jurkat NFkB inh 9, Apaf-1 inh -7, 697 NFkB inh -12, SENP7 inh -3, SENP8 inh -4 and UBC13 inh -2.
For Cc1ccc(-c2cc(-c3ccccc3)nc(NN)n2)cc1 the results were HKDC1 inh 0, Gli-Sufu block -20, Jurkat NFkB inh 4, Apaf-1 inh 14, 697 NFkB inh 0, SENP7 inh 0, SENP8 inh -7 and UBC13 inh -4.
`Cc1ccc(-n2nnnc2SCC(=O)N2CCc3ccccc3C2)cc1` gave HKDC1 inh -2, Gli-Sufu block -3, Jurkat NFkB inh -6, Apaf-1 inh 38, 697 NFkB inh -8, SENP7 inh 10, SENP8 inh 14 and UBC13 inh -12.
`COC(=O)CSc1[nH]c(=O)cc(C)c1C#N` gave HKDC1 inh -1, Gli-Sufu block 2, Jurkat NFkB inh 19, Apaf-1 inh 10, 697 NFkB inh -11, SENP7 inh 4, SENP8 inh -1 and UBC13 inh -10.
COc1ccc(CCC(=O)NNC(=O)Nc2ccc(C(C)=O)cc2)cc1 was read as HKDC1 inh -2, Gli-Sufu block -12, Jurkat NFkB inh -12, Apaf-1 inh 1, 697 NFkB inh 1, SENP7 inh 3, SENP8 inh 2 and UBC13 inh -5.
`NC(=O)c1c(NC(=O)c2ccc(S(=O)(=O)N3CCOCC3)cc2)sc2c1CCCCC2` gave HKDC1 inh 9, Gli-Sufu block 5, Jurkat NFkB inh 5, Apaf-1 inh 0, 697 NFkB inh -23, SENP7 inh 4, SENP8 inh 0 and UBC13 inh 7.
CC(C)NS(=O)(=O)c1ccc(NC(=O)C(C)OC(=O)CCCOc2ccccc2)cc1 (stereo not given) was read as HKDC1 inh 1, Gli-Sufu block -10, Jurkat NFkB inh -2, Apaf-1 inh 15, 697 NFkB inh -24, SENP7 inh -16, SENP8 inh -15 and UBC13 inh 0.
For Cc1c(CN2CCCC(CO)(Cc3cccc(Cl)c3)C2)cnn1C (stereo not given) the results were HKDC1 inh -4, Gli-Sufu block 15, Jurkat NFkB inh 6, Apaf-1 inh -2, 697 NFkB inh 11, SENP7 inh -13, SENP8 inh -4 and UBC13 inh 18.
`O=C(CSc1cccs1)Nc1cccc2ccccc12` gave HKDC1 inh -3, Gli-Sufu block -18, Jurkat NFkB inh -47, Apaf-1 inh -5, 697 NFkB inh -3, SENP7 inh 11, SENP8 inh -9 and UBC13 inh -8.
For CC(C)N1C(=O)CN(C2CCCCCC2)C(=O)C1c1ccccc1F (stereo not given) the results were HKDC1 inh -11, Gli-Sufu block -37, Jurkat NFkB inh -17, Apaf-1 inh 11, 697 NFkB inh -56, SENP7 inh 7, SENP8 inh -4 and UBC13 inh 8.
For O=C(CCC(=O)N1CCSc2ccccc21)NCc1ccc(Cl)cc1 the results were HKDC1 inh -2, Gli-Sufu block 0, Jurkat NFkB inh -2, Apaf-1 inh 11, 697 NFkB inh -22, SENP7 inh -5, SENP8 inh -2 and UBC13 inh -9.
Screening CCC(C(=O)NC(C)c1ccccc1)C(=O)NC(C)c1ccccc1 (stereo not given) returned HKDC1 inh -4, Gli-Sufu block 1, Jurkat NFkB inh -6, Apaf-1 inh 2, 697 NFkB inh 11, SENP7 inh -2, SENP8 inh 2 and UBC13 inh -1.

Gathered by group: those above with a cyano group
For Cc1ccc2nc(SCC(=O)NCc3ccco3)c(C#N)cc2c1 the results were HKDC1 inh -2, Gli-Sufu block -22, Jurkat NFkB inh -76, Apaf-1 inh -2, 697 NFkB inh -63, SENP7 inh 6, SENP8 inh 4 and UBC13 inh -1.
`COC(=O)CSc1[nH]c(=O)cc(C)c1C#N` gave HKDC1 inh -1, Gli-Sufu block 2, Jurkat NFkB inh 19, Apaf-1 inh 10, 697 NFkB inh -11, SENP7 inh 4, SENP8 inh -1 and UBC13 inh -10.

Next section
For COc1cc2c(cc1CN1CCN(C(=O)c3cc(OC)c(OC)c(OC)c3)CC1)OCO2 the results were HKDC1 inh 4, Gli-Sufu block 21, Jurkat NFkB inh 3, Apaf-1 inh 2, 697 NFkB inh 8, SENP7 inh -1, SENP8 inh -2 and UBC13 inh 1.
`C/C(CC(=O)Nc1ccccn1)=N\NC(=O)c1ccc2ccccc2c1` gave HKDC1 inh -5, Gli-Sufu block -6, Jurkat NFkB inh -3, Apaf-1 inh 2, 697 NFkB inh 14, SENP7 inh 2, SENP8 inh -4 and UBC13 inh 18.
`CCc1ccccc1OCCCCN1CCCC1` gave HKDC1 inh -6, Gli-Sufu block 6, Jurkat NFkB inh -8, Apaf-1 inh -6, 697 NFkB inh 1, SENP7 inh 6, SENP8 inh 7 and UBC13 inh 0.
O=C(c1ccc(NC(=O)C(c2ccccc2)c2ccccc2)cc1)c1ccc(C(=O)O)c(C(=O)O)c1 was read as HKDC1 inh -3, Gli-Sufu block -14, Jurkat NFkB inh -18, Apaf-1 inh 5, 697 NFkB inh -19, SENP7 inh -14, SENP8 inh 5 and UBC13 inh -18.
`Cc1oc2cc3oc(=O)c(CCC(=O)NCCC(=O)O)c(C)c3cc2c1C` gave HKDC1 inh 3, Gli-Sufu block 3, Jurkat NFkB inh -9, Apaf-1 inh 0, 697 NFkB inh -1, SENP7 inh 4, SENP8 inh 10 and UBC13 inh 8.
`O/N=C(/Cc1ccccn1)c1ccccc1` gave HKDC1 inh -4, Gli-Sufu block -2, Jurkat NFkB inh 6, Apaf-1 inh -8, 697 NFkB inh -17, SENP7 inh -2, SENP8 inh 0 and UBC13 inh 4.
Screening COc1ccccc1S(=O)(=O)Nc1cccc(S(=O)(=O)N2CCCC2)c1 returned HKDC1 inh -2, Gli-Sufu block 4, Jurkat NFkB inh 6, Apaf-1 inh -1, 697 NFkB inh 14, SENP7 inh 1, SENP8 inh -4 and UBC13 inh 6.
`Cc1cc(C)n(-c2ccc(C(=O)OCC(=O)Nc3ccc(Cl)c(S(=O)(=O)N(C)C)c3)cc2)n1` gave HKDC1 inh -1, Gli-Sufu block 5, Jurkat NFkB inh -3, Apaf-1 inh 6, 697 NFkB inh 1, SENP7 inh 6, SENP8 inh 2 and UBC13 inh 21.
For O=C(COc1ccccc1)NCc1nnc(SCC(=O)Nc2nccs2)n1-c1ccccc1 the results were HKDC1 inh -7, Gli-Sufu block 6, Jurkat NFkB inh 12, Apaf-1 inh 1, 697 NFkB inh -2, SENP7 inh 0, SENP8 inh 6 and UBC13 inh -5.
`CC(C)n1cc(-c2nc(C(=O)NN)cs2)c(=O)n(Cc2ccccc2)c1=O` gave HKDC1 inh -1, Gli-Sufu block 1, Jurkat NFkB inh 0, Apaf-1 inh -14, 697 NFkB inh 6, SENP7 inh -5, SENP8 inh -3 and UBC13 inh 2.
Screening O=C(COC(=O)C1CC(=O)N(Cc2ccccc2)C1)Nc1ccc2c(c1)OCO2 (stereo not given) returned HKDC1 inh 1, Gli-Sufu block -4, Jurkat NFkB inh 4, Apaf-1 inh 11, 697 NFkB inh 16, SENP7 inh 6, SENP8 inh -4 and UBC13 inh -4.
`Cc1ccccc1-n1c(=S)[nH]c2nc3c(cc2c1=O)CCCC3` gave HKDC1 inh 5, Gli-Sufu block 2, Jurkat NFkB inh 3, Apaf-1 inh -14, 697 NFkB inh 5, SENP7 inh 8, SENP8 inh 3 and UBC13 inh 26.
For CC(C)CN1C(=O)C(=O)N(CC(=O)N2CCN(c3ccccc3)CC2)C1=O the results were HKDC1 inh -6, Gli-Sufu block -2, Jurkat NFkB inh 6, Apaf-1 inh 1, 697 NFkB inh 1, SENP7 inh -6, SENP8 inh 1 and UBC13 inh 1.
Screening COc1ccc(C(O)(C(=O)NNc2ccc(C)cc2)c2cccs2)cc1 (stereo not given) returned HKDC1 inh -2, Gli-Sufu block -3, Jurkat NFkB inh 3, Apaf-1 inh 13, 697 NFkB inh -9, SENP7 inh -5, SENP8 inh -4 and UBC13 inh -8.
`CCn1c(C)nc2cc(C(=O)NN=Cc3ccccc3OC(F)F)ccc21` gave HKDC1 inh -4, Gli-Sufu block -43, Jurkat NFkB inh -36, Apaf-1 inh 0, 697 NFkB inh -83, SENP7 inh 28, SENP8 inh 5 and UBC13 inh -30.
Screening COc1ccccc1C1CC(c2ccccc2)=NN1S(=O)(=O)c1ccccc1 (stereo not given) returned HKDC1 inh 1, Gli-Sufu block 9, Jurkat NFkB inh -10, Apaf-1 inh 15, 697 NFkB inh 17, SENP7 inh 2, SENP8 inh -3 and UBC13 inh -2.
Screening COC1(NC(=O)c2ccccc2)C(C)=CC(=O)C=C1C returned HKDC1 inh 15, Gli-Sufu block -4, Jurkat NFkB inh -29, Apaf-1 inh 1, 697 NFkB inh -9, SENP7 inh -4, SENP8 inh -1 and UBC13 inh -3.

From PubChem BioAssay
